# Screening results from PubChem BioAssay.
# ABCB1 inh: ABCB1 efflux pump inhibitors, primary screen, cell-based, multiplex, flow cytometry, ABCG2 counter-screen. CCRF-Adr cells, JC-1 efflux. inhibition, % at 6.6 µM. hit rate 0.067% among 190,000; in the data active = inhibition above about 40%;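 also: 0% = vehicle and 100% = reference inhibitor; higher value means more JC-1 retained so stronger ABCB1 efflux block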
# Bcl-B Bim block: inhibitors of Bim-Bcl-B binding, primary screen, biochemical, multiplexed, human Bcl-2 family | Bcl-2-like protein 10 (Homo sapiens), Q9HD36 | bead-based flow cytometry, Bim peptide-Bcl-B binding | inhibition, % at 10 µM | hit rate 0.073% among 190,000;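 also: 0% = tracer peptide without compound and 100% = reference inhibitor peptide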
# Target sequence (Q9HD36 whole entry, looked up): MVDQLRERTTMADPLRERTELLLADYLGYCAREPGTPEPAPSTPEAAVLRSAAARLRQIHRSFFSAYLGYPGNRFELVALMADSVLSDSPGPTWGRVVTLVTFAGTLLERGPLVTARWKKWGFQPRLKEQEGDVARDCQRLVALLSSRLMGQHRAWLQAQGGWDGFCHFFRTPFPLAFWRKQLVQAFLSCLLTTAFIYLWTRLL
# Bim-Bfl-1: inhibitors of Bim binding to Bfl-1, primary screen, biochemical, multiplexed, bead-based flow cytometry; Bim-Bfl-1 binding inhibition; inhibition, % at 10 µM; hit rate 0.12% among 190,000; Bcl-2-related protein A1 (Homo sapiens), Q16548;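 also: 0% = wells without compound plus tracer and 100% = blocker peptide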
# Bim-Bcl-2: inhibitors of Bim-Bcl-2 binding, primary screen, biochemical, multiplexed, human Bcl-2 family. hit rate 0.06% among 190,000. Bead-based flow cytometry, Bim peptide-Bcl-2 binding. inhibition, % at 10 µM. AID 950, 2007. Apoptosis regulator Bcl-2 (Homo sapiens), P10415; in the data active = inhibition above about 40%; inconclusive = no clear call, values can overlap the other calls;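 also: 0% = no compound wells with probe peptide and 100% = reference peptide inhibitor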
# Target sequence (P10415 whole entry, looked up): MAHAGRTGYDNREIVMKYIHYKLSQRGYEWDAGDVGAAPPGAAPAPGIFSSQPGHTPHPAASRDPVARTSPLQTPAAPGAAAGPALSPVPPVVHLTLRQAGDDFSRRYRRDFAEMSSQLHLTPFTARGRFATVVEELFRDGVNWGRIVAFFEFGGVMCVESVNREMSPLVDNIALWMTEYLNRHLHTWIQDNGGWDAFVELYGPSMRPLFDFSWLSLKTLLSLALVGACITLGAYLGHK
# RGS7-Gao: RGS7-Galphao binding modulators, primary screen, biochemical, multiplexed bead flow cytometry | Guanine nucleotide-binding protein G(o) subunit alpha (Homo sapiens), P09471 | actives lie on both sides | hit rate 0.35% among 220,000 | binding response (% of control), % at 10 µM | AID 1439, 2008; in the data active = binding response below about 49% or above about 150%; inconclusive = no clear call, values can overlap the other calls; inactive = in between;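 also: fluorescent Galphao held in activated GDP-AlF4 state binding bead-coupled RGS7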
# RGS8-Gao: RGS8-Galphao binding modulators, primary screen, biochemical, multiplexed bead flow cytometry. Guanine nucleotide-binding protein G(o) subunit alpha (Homo sapiens), P09471. actives lie on both sides. response (percent of control binding), % at 10 µM. hit rate 0.34% among 220,000; in the data active = response below about 60% or above about 140%; inactive = in between;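 also: Galphao activated as the GDP aluminium fluoride complex binding bead-coupled RGS8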
# ABCG2 inh: ABCG2 efflux pump inhibitors, primary screen, multiplex with ABCB1, IgMXP3 cells, flow cytometry. Broad substrate specificity ATP-binding cassette transporter ABCG2 (Homo sapiens), Q9UNQ0. JC-1 efflux. inhibition, % at 6.6 µM. hit rate 0.1% among 190,000;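 active = inhibition above 80%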;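 also: 0% = DMSO and 100% = nicardipine control wells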
#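 System: two drug-resistant human cell lines, ABCG2 and ABCB1; controls: nicardipine high and DMSO low controls; times: 10 min exposure at 25 °C with rotation, no wash; detection: flow cytometry of retained JC-1 fluorescence; read-out basis: percent efflux inhibition, scaled nicardipine 100% to DMSO 0%; doses: one concentration, 6.6 µM final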
# RGS4-Gao reg: modulators of RGS4 binding to Galphao, primary screen, biochemical, multiplexed bead flow cytometry; actives lie on both sides; binding response (% of control), % at 10 µM; Guanine nucleotide-binding protein G(o) subunit alpha (Homo sapiens), P09471; hit rate 0.33% among 220,000; in the data active = binding response below about 49% or above about 150%; inactive = in between;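 also: fluorescent Galphao activated with aluminum fluoride binding bead-coupled RGS4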
# Bim-Mcl-1: inhibitors of Bim peptide binding to Mcl-1, primary screen, biochemical, bead-based flow cytometry, multiplex; Induced myeloid leukemia cell differentiation protein Mcl-1 (Homo sapiens), Q07820; inhibition, % at 10 µM; Bim peptide-Mcl-1 binding; hit rate 0.1% among 190,000;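 also: 0% = no compound tracer wells and 100% = peptide blocker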
# Target sequence (Q07820 whole entry, looked up): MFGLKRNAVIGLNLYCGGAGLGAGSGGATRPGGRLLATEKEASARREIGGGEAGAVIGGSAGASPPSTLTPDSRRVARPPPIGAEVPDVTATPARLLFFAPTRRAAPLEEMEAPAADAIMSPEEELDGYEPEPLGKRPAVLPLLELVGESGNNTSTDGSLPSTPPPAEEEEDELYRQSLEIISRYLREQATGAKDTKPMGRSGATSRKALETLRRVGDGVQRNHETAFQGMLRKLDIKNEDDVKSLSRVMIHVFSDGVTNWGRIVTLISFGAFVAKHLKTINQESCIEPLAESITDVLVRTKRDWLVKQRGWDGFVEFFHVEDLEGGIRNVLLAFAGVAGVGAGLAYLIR
# Bim-Bcl-XL: inhibitors of Bim-Bcl-XL binding, primary screen, biochemical, multiplexed, bead flow cytometry, human Bcl-XL; inhibition, % at 10 µM; Bcl-2-like protein 1 (Homo sapiens), Q07817; Bim peptide-Bcl-XL binding, fluorescence; AID 1007, 2008; hit rate 0.04% among 190,000
# Target sequence (Q07817 whole entry, looked up): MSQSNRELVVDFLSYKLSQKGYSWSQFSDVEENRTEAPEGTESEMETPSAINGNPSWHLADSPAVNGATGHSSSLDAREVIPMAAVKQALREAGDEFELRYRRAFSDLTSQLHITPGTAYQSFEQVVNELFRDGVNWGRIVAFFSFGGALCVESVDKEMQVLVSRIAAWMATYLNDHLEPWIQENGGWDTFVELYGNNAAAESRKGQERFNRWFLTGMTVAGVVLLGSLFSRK
# Bcl-W Bim block: inhibitors of Bim binding to Bcl-W, primary screen, biochemical, multiplexed, bead-based flow cytometry | Bim peptide-Bcl-W binding | Bcl-2-like protein 2 (Homo sapiens), Q92843 | inhibition, % at 10 µM | hit rate 0.02% among 190,000;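 also: 0% = bound tracer without compound and 100% = peptide blocker; higher means less fluorescent Bim peptide bound to Bcl-W beads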
# * marks the source's active call; other numbers are inactive results; ? = inconclusive. Rule as the data show it, unless noted: active = inhibition above about 40%.
# Each structure is followed by: ABCB1 inh	Bcl-B Bim block	Bim-Bfl-1	Bim-Bcl-2	RGS7-Gao	RGS8-Gao	ABCG2 inh	RGS4-Gao reg	Bim-Mcl-1	Bim-Bcl-XL	Bcl-W Bim block
Clc1ccc(-c2nnc(N3CCCC3)nn2)cc1
→ -0.8	-12	-5	-5	106	101	-2	105	1	-7	2
COc1ccc(OC)c(C(=O)c2ccc(C(=O)Nc3ccc4ccccc4c3)cc2)c1
→ -3.3	-6	0	0	100	96	9	97	-1	-5	-2
CCCn1nnc(NC(=O)COc2ccc(Cl)cc2)n1
→ 1.0	-1	-1	-5	89	95	5	93	0	-5	-3
Cc1ccc(S(=O)(=O)N2CCCC2C(=O)O)cc1 (stereo not drawn)
→ -0.3	-8	-13	-9	101	99	-3	98	0	1	-1
CCOC(=O)C1=C(O)/C(=C/c2cc(OC)c(OC)c(OC)c2)SC1=Nc1ccc(OC)cc1
→ 2.8	-4	-4	0	99	100	10	99	-1	0	0
O=C(NC1=NCCS1)C1CC(=O)N(c2ccc(F)cc2)C1 (stereo not drawn)
→ 0.3	0	0	-2	97	98	3	94	1	0	0
CCOc1ccc(N=CC2=C(O)CC(C)(C)CC2=O)cc1
→ 0.6	-9	-21	-13	101	99	41	98	-3	-5	-1
CCOC(=O)c1c(NC(=O)CN(C)C2CCN(C)CC2)sc(C(=O)Nc2ccccc2)c1C
→ 3.7	-2	-3	1	102	99	1	103	0	3	2
CCOC(=O)C1(C)/C(=N/Nc2ccccc2OC)C(=O)C(=O)N1c1ccccc1 (stereo not drawn)
→ 0.6	-1	-6	-5	98	101	2	98	-3	-2	-3
O=C1CN(C(=O)C2CC2)c2ccccc2N1
→ 0.3	-1	0	0	103	103	1	97	0	-2	2
O=C(N1CCN(c2ccccc2)CC1)C(F)(F)C(F)F
→ 0.1	-7	-13	-4	101	100	-1	103	3	-1	1
CCOC(=O)N1CCC(NC(=O)c2cc(C(=O)NC3CCN(Cc4ccccc4)CC3)ccc2CO)CC1
→ 0.7	0	-3	-2	98	100	3	102	1	-1	2
COC(=O)C(C(=O)Nc1cccc(Cl)c1C)C1CCCC1 (stereo not drawn)
→ 0.0	1	4	2	107	104	-1	107	0	0	3
O=c1[nH]c(Cc2cccs2)nc2ccccc12
→ -0.2	-10	-21	-8	107	106	12	110	-5	-9	0
O=C(NCCSc1c[nH]c2ccccc12)C1CC1
→ -2.1	-7	-11	-5	100	106	-4	106	1	-1	1
CC(O)C(=O)N/N=C/c1cccc2ccccc12 (stereo not drawn)
→ -1.1	-3	-1	0	100	101	7	104	-1	-1	0
CC(NC(=O)c1nn(C)c(=O)c2ccccc12)c1ccc(F)cc1 (stereo not drawn)
→ 0.3	2	-1	-3	96	99	1	98	2	-3	4
O=C(c1cccc2ccccc12)N1CCN(c2ccc([N+](=O)[O-])c(N3CCOCC3)c2)CC1
→ 2.7	-10	-10	-10	96	100	23	97	-10	-10	-9
O=C(COc1ccccc1)N1CCN(c2ncnc3c2cnn3-c2ccccc2)CC1
→ 2.4	26	-23	-10	98	97	50	95	-4	-6	-4
Cc1ccccc1N1CCN(C(=O)c2ccccc2NC(=O)/C=C\C(=O)O)CC1
→ 0.0	2	0	0	106	102	0	107	0	-3	-1
Cc1cccc(OCC(=O)Nc2cc(S(=O)(=O)N3CCCCC3)ccc2N2CCN(C)CC2)c1
→ 1.5	-2	-4	-3	?	101	10	100	0	-3	-2
Cc1ccc(C)c(OCC(O)CN2CCC(C)CC2)c1C (stereo not drawn)
→ 0.8	-5	-1	-5	110	110	2	105	-4	-1	-3
Cc1nnc(NC(=O)CSc2nc(C3CCCCC3)nc3ccccc23)s1
→ 0.8	-15	-9	-10	95	97	11	98	1	-2	0
CCCCNC1=C(Br)C(=O)CC(C)(C)C1
→ 0.2	-4	-15	-11	89	94	1	91	-1	-6	-2
CC1=C(C)CC(C(=O)Nc2nc(-c3ccc(F)cc3)c(C)s2)C(C(=O)O)C1 (stereo not drawn)
→ 0.9	-3	0	-2	94	81	-2	94	-2	-7	-4
NC(=O)[C@@H]1CCCN1Cc1nc(-c2ccc(C(F)(F)F)cc2)no1
→ 0.9	0	-1	3	100	103	5	103	4	0	1
O=C(Nc1cc(S(=O)(=O)Nc2ccccc2Cl)ccc1O)c1sc2cc(Cl)ccc2c1Cl
→ 0.7	-3	-4	-2	96	101	-2	98	0	-1	0
COc1cccc(C(=O)NCC2CCCO2)c1 (stereo not drawn)
→ 0.0	-8	-20	-9	104	101	10	103	-6	-6	1
COc1cc(O)c(CCC(=O)c2cc(OC)c(OC)c(OC)c2)c(OC)c1
→ 0.7	-4	-1	-6	97	97	-1	98	-3	-7	-2
CC(C)(C)/C(O)=C/c1nc2ccccc2[nH]c1=O
→ -1.6	-10	-9	-7	100	102	-13	103	-1	-7	-4
CCCCNC(=O)CNC(=S)N(Cc1ccc(C)cc1)Cc1ccco1
→ 1.4	-14	-3	-3	97	101	1	98	-1	-5	-2
COc1ccc(-c2nnn(CC(=O)N(CC(=O)NC3CCCC3)Cc3ccco3)n2)cc1OC
→ 1.4	-3	-3	-1	99	101	3	98	-1	0	-1
CCC(=O)N1CCCc2cc(S(=O)(=O)N3CCN(c4ccccc4F)CC3)ccc21
→ 0.8	-3	-8	-7	100	102	1	100	1	0	1
COc1ccc(N2CCN(Cc3nc4ccccc4n3C)CC2)cc1
→ 1.0	-5	-1	-1	101	100	5	99	-4	-6	-1
O=C(COn1nnc2ccc(Cl)cc21)NCc1ccccc1
→ 0.0	2	-2	-3	106	104	0	104	-5	-1	-3
Cc1cc(C(=O)Nc2sc3c(c2C#N)CCC(C(C)(C)C)C3)no1 (stereo not drawn)
→ 0.6	-9	-18	-11	101	101	3	102	-2	0	-5
N#CC1=C2SCC(O)(c3ccccc3)N2C(=O)CC1c1ccccc1F (stereo not drawn)
→ 0.5	-6	-10	-8	95	100	3	101	2	-1	0
O=C1CC(N2CCN(C/C=C/c3ccccc3)CC2)C(=O)N1Cc1ccc(N2CCCC2=O)cc1 (stereo not drawn)
→ 0.7	-6	-14	-8	95	102	2	99	-2	-7	-1
Cc1nn(C)c(Oc2cccc(Cl)c2)c1C#N
→ -0.1	-3	-6	-1	?	102	1	103	0	0	0
Cc1nn(Cc2ccc(C(=O)NC3CCCCC3)o2)c(C)c1Br
→ 0.7	-10	-10	-7	102	98	2	99	-1	0	0
COc1ccccc1NC(=O)C(O)C(O)C(=O)Nc1ccccc1OC (stereo not drawn)
→ 0.9	-5	-10	-2	104	101	6	104	2	-13	3
COc1ccc(Cl)cc1C(=O)NNC(=O)C1COc2ccccc2O1 (stereo not drawn)
→ 0.5	-8	-5	-2	98	99	2	99	0	-4	-3
CS(=O)(=O)c1ccc2nc(NC(=O)CS(=O)(=O)Cc3ccccc3)sc2c1
→ -0.5	-2	-4	-1	103	101	-2	104	0	-2	0
CC(C)CC(=O)NC(=S)Nc1ccc(S(=O)(=O)N2CCCC2)cc1
→ 0.7	0	-2	0	104	101	4	99	0	-3	1
CCOCCCNC(=S)NCCCNc1nc2ccc(C)cc2cc1C#N
→ 0.2	-27	3	-3	81	87	19	80	-3	-5	-2
COc1ccc(-c2csc3ncn(-c4cccc(C)c4)c(=O)c23)cc1OC
→ 0.7	-2	-4	-1	106	107	3	106	-1	1	-2
CCNCc1nc2cc(Cl)ccc2c(=O)[nH]1
→ 0.4	-5	0	-1	94	87	2	85	-4	0	0
CN(C)S(=O)(=O)c1cccc(C(=O)NCc2ccco2)c1
→ 0.5	-5	-7	-5	99	99	0	101	2	-15	1
CC(=O)Oc1ccc2c(=O)c(N3C(=O)c4ccccc4C3=O)c(C)oc2c1
→ 0.3	-3	0	-2	99	104	7	103	-4	-7	-2
CC(C(=O)Nc1ccccc1-c1ccccc1)N1CCCCC1 (stereo not drawn)
→ 0.8	-3	-4	-6	104	100	5	103	-3	0	-1
Cc1[nH][nH]c(=O)c1N=Nc1ccccc1
→ 0.2	-3	-3	-3	106	108	2	107	0	1	1
Cc1cc(NS(=O)(=O)c2ccc(NC(=O)CSc3nnc(-c4ccco4)n3Cc3ccco3)cc2)nc(C)n1
→ -0.3	-2	0	0	101	103	-1	102	-3	-1	-1
N#CC(c1ccc(F)cc1)c1ccc(C(=O)c2ccc(F)cc2)cc1 (stereo not drawn)
→ 0.3	-2	-4	-4	104	99	1	108	-3	-5	-2
CC(C)CC(=O)NC(=S)Nc1ccc(NC(=O)c2cccs2)cc1
→ 0.1	-6	-7	-3	98	102	0	104	0	-6	1
CCn1cc(C(=O)NC(C)C23CC4CC(CC(C4)C2)C3)cn1 (stereo not drawn)
→ 1.8	-8	-16	-7	101	102	54	101	-2	-7	-4
Cc1cccc(NC(=O)CN2C(=O)COc3ccc(Cl)cc32)c1C
→ 0.4	-4	-12	-8	99	99	3	97	1	-5	0
COc1cc(/C=C/C(=O)Nc2nnc(CC(C)(C)C)s2)cc(OC)c1OC
→ 2.1	-37	31	1	98	92	2	91	-12	-11	-4
O=C(O)C1C2C=CC(O2)C1C(=O)Nc1ccc(S(=O)(=O)Nc2ccccc2)cc1 (stereo not drawn)
→ 0.3	-7	-18	-10	95	99	0	99	-5	-6	-5
Cc1ccc(NC(=O)N2CCCC2C(=O)Nc2ccc(-n3cnnn3)c(C)c2)cc1 (stereo not drawn)
→ 0.8	0	1	-1	102	102	7	100	2	-2	0
COc1ccc(F)cc1C(=O)C1CCCN(Cc2cnc(N3CCCC3)s2)C1 (stereo not drawn)
→ 1.5	-9	-8	-3	97	102	1	97	0	-5	-4
N#C/C(=C/c1ccc(N2CCOCC2)o1)c1ccc(Br)cc1
→ 4.3	-1	25	3	100	86	8	98	-2	0	0
COC(=O)c1ccc(NC(=O)COC(=O)c2nc3nccc(C)n3n2)cc1
→ 0.2	-3	-2	4	106	106	1	105	3	-1	3

# Single entries from the list.
# Cc1ccccc1N1CCN(C(=O)c2ccccc2NC(=O)/C=C\C(=O)O)CC1 in Bim-Mcl-1 shows 0
# N#CC(c1ccc(F)cc1)c1ccc(C(=O)c2ccc(F)cc2)cc1 (stereo not drawn) in RGS8-Gao shows 99

# Rows are unselected. About 0.94% of those tested had a hit in this group.
